Source: PubChem BioAssay (National Center for Advancing Translational Sciences (NCATS))
Apoferritin bind: candidate novel general anesthetic via apoferritin binding. 0.074% of 350,000 active. P02791. Potency, µM (series often up to 77.5 µM), without a hit: top-dose activity change, negative = displacement, usual class: inhibitors. AID 485281. apoferritin/1-aminoanthracene competitive binding, fluorescence; further: potency means the concentration at half of the fitted maximal effect; on the % scale 0 is the no-effect control and ±100 the full control effect; nearly all actives have a fitted effect of over 20% in size
Target sequence (P02791 2-175 limits assumed): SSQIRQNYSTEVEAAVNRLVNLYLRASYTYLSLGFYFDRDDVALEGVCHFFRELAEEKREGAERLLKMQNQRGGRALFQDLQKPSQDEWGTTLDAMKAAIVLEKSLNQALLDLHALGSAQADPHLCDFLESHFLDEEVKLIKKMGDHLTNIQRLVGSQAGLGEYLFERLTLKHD
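Apoferritin-based anesthetic binding model; compound displacement of fluorescent 1-AMA measured as endpoint fluorescence after 10 minutes at room temperature, scaled to free-ligand and complex controls.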
Pol eta inh: DNA polymerase eta (human) inhibition; recombinant Pol eta, fluorescent DNA replication assay; Potency, µM (titrated, usually from 114 µM), for inactives: at the highest dose activity change, negative = inhibition, hits mostly inhibitors; AID 588591; Q9Y253; 1.2% of 390,000 active; further: potency means the concentration at half of the fitted maximal effect; on the % scale 0 is the no-effect control and ±100 the full control effect
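Pol eta (10 nM) was preincubated with compounds for 15 min at room temperature, after which fluorescent replication substrate (50 nM final) was added to start the reaction. Fluorescence was read kinetically at 0 and 10 min.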
LDHA inh: LDHA (human) enzyme inhibition. purified LDHA, NADH/diaphorase-resazurin fluorescence; hits give low values. P00338. activity change, % (values are at about 110 or 230 µM). 0.15% of 480,000 active; in the data active means activity change below about -30%; inconclusive means mostly about -25% to -30%;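 further: plate controls were DMSO wells for no effect and wells without enzyme for full effect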
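Enzyme activity of human lactate dehydrogenase 5 (2 nM; 0.06 mM NADH, 0.2 mM pyruvate, 5 min, RT) is measured via a resazurin/diaphorase fluorescence readout of residual NADH.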
POLK inh: DNA polymerase kappa (human) inhibition. Q9UBT6. purified Pol kappa, fluorescent DNA synthesis assay, 10 min. Potency, µM (doses to about 107 µM), for inactives: top-dose activity, negative = inhibition, most hits filed as inhibitors. 0.53% of 400,000 active. AID 588579; further: potency means the concentration at half of the fitted maximal effect; on the % scale 0 is the no-effect control and ±100 the full control effect
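Pol kappa 10 nM + cpd, 15 min RT; start w/ substrate 50 nM final; fluorescence kinetic read, 0 and 10 min. Neg ctrl: buffer, no enzyme.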
APE1 inh: inhibitors of human APE1 endonuclease. P27695. recombinant APE1, TAMRA/BHQ-2 abasic DNA cleavage fluorescence. Potency, µM (highest dose often 65.8 µM), without a hit: at the top dose activity change, negative = inhibition, usual class: inhibitors. 0.35% of 350,000 active;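 further: potency means the concentration at half of the fitted maximal effect; plate controls were vehicle for no effect and reference inhibitor for full effect; nearly all actives have a fitted effect of over 55% in size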
Target sequence (P27695 whole entry, looked up): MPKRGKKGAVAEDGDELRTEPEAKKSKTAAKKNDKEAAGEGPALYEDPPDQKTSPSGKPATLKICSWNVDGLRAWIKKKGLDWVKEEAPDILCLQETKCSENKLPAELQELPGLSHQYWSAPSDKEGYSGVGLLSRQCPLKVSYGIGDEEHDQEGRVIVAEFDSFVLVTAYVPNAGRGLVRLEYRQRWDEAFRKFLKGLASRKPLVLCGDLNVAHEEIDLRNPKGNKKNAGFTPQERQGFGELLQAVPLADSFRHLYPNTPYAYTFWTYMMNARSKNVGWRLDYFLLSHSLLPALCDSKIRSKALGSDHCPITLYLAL
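Endonuclease cleavage of a quenched abasic-site DNA duplex (50 nM) by APE1 (0.75 nM) was tracked by TAMRA dequenching. Compounds were preincubated with enzyme 15 min at room temperature; data normalized to buffer-only and DMSO wells plus NSC13755 control.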
ERG Ets-DNA blk: blocks human ERG Ets domain binding to DNA; fluorescence polarization, His-ERG Ets domain / labelled DNA; Potency, µM (doses to about 76.9 µM), for the others: at the highest dose FP activity, negative = inhibition, actives largely listed as inhibitors; 0.028% of 370,000 active; active means well fitted inhibition curve with a large enough effect in the polarisation, with a control signal flat; inconclusive means small, poorly fitted or top-dose-only effect, or effect the other way, or a change in a side signal; inactive means no such curve, though single readings can be large or run the other way; the % refers to the polarisation;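 further: polarization taken with two DNA probes labelled with fluorescein and Texas red; potency means the concentration at half of the fitted maximal effect; % of control where 0% means no effect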
Target sequence (P11308 whole entry, looked up, the tested form may be a part): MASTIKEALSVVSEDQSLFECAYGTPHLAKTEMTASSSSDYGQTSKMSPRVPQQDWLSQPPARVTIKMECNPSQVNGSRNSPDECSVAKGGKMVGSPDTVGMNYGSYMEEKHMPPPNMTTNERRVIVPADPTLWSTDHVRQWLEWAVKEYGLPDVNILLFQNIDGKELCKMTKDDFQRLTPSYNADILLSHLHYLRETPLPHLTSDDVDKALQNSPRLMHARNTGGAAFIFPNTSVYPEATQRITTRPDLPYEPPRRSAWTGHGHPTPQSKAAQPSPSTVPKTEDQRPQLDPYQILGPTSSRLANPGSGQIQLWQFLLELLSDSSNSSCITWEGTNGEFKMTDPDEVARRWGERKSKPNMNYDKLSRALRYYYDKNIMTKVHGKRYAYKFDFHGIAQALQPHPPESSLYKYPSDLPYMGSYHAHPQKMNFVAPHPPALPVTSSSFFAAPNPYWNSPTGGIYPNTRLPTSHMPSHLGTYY
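His-tagged ERG Ets domain (1 uM in the protein solution; 300mM KCl, 50mM Tris-HCl, 1mM EDTA, 1mM DTT, pH 7.5) received compound, then a probe mix of 5 nM fluorescein-DNA and 100nM Texas-615-DNA. Fluorescence polarization was read for both dyes.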
12-LOX inh: ALOX12 (human) lipoxygenase inhibition | purified 12hLO, xylenol orange hydroperoxide absorbance | P18054 | 1.1% of 580,000 active | Potency, µM (doses to about 108 µM), for inactives: at the top dose activity change, negative = inhibition, hits mostly inhibitors; further: potency means the concentration at half of the fitted maximal effect; on the % scale 0 is the no-effect control and ±100 the full control effect
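Hydroperoxide product was detected by ferrous iron/xylenol orange as the 573 to 405 nm absorbance ratio. Arachidonic acid at 40 uM (final) was turned over for 30 min at room temperature by 150 nM human 12hLO, pH 7.0 Hepes buffer, after 15 min compound preincubation.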
Pol beta inh: blocks human DNA polymerase beta activity. Pol beta primer extension/strand displacement, fluorescence kinetic. P06746. Potency, µM (series often up to 114 µM), for inactives: at the top dose activity change, negative = inhibition, actives largely listed as inhibitors. 1.3% of 340,000 active; further: potency means the concentration at half of the fitted maximal effect; on the % scale 0 is the no-effect control and ±100 the full control effect
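Enzyme-only controls used 10 nM Pol beta; buffer lacking enzyme served as negative control. Compound preincubated 15 min, then 50 nM substrate added; 0 and 10 min reads at room temperature.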
RGS4 inhibitor: human RGS4 inhibition; P49798; 0.039% of 390,000 active; Transcreener GDP fluorescence polarization, RGS4-accelerated GTP hydrolysis; Potency, µM (series often up to 114 µM), for inactives: top-dose activity change, negative = inhibition, hits mostly inhibitors; further: potency means the concentration at half of the fitted maximal effect; on the % scale 0 is the no-effect control and ±100 the full control effect; nearly all actives have a fitted effect of over 75% in size; some results filed as inactive show a strong effect at the top dose
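MLSMR compounds (23 nl, pin-transferred) preincubated 10 min at room temperature with a 500nM (2x) first reagent, then RGS4 at 900nM (2x) plus Transcreener GDP mix added; fluorescence polarization (620/688 nm) read before and after 90 min at 30 °C.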
An asterisk follows results filed as active; i = inactive; ? = inconclusive; . = no result given; & = joins results of further samples; [ ] = remark or other dose. Unless noted, the call rests on the fitted dose curve; in most records, active means well fitted curve in the direction sought with a large enough effect; inconclusive means small, poorly fitted or top-dose-only effect, or another doubt; inactive means no such curve, though single readings can be large; an effect the other way counts as inactive or inconclusive.

compound	Apoferritin bind	Pol eta inh	LDHA inh	POLK inh	APE1 inh	ERG Ets-DNA blk	12-LOX inh	Pol beta inh	RGS4 inhibitor
COC(=O)c1ccc(OC)c(Cn2c(=O)n(C)c(=O)c3sccc32)c1	-2.4%	-8.6%	-2.4	0.5%	-15.9%	-15.0%	.	-0.4%	7.8%
COCCN(C(=O)CSc1nnc(-c2ccc(C)cc2)n1N)c1c(N)n(Cc2ccccc2)c(=O)[nH]c1=O	0.2%	-7.3%	-3.2	-11.7%	-5.9%	-8.4%	482.6%[activator]	7.6%	19.8%
Cc1ccc(NC(=O)NNC(=O)c2cc3ccccc3cc2O)c(C)c1	-14.7%	-9.4%	-0.8	?	3.9%	16.7%	i	?	?
Cc1nc(-c2ccc(S(=O)(=O)Nc3ccc(C#N)cc3)cc2)co1	-3.0%	-0.1%	-1.7&1.2	-10.2%[60.1 µM]	.	-2.2%	?	-25.5%	-7.6%
CCOC(=O)CC(=O)Nc1ccc(Br)cc1C(=O)O	-5.7%	-10.4%	-4.9	-4.6%	2.1%	-2.4%	-23.1%	23.3%	12.8%
CN(NS(=O)(=O)c1ccc(Br)cc1)c1nc(C(F)(F)F)nc2ccccc12	-3.4%	-10.5%	0.7	-2.5%	-0.4%	-8.6%	-11.9%	19.8%	1.9%
COc1ccccc1NC(=O)C1=C(C)Nc2nc(SCC(=O)c3ccc(C)cc3)nn2C1c1ccc(F)cc1 (stereo not given)	-0.8%	-10.2%	1.1	3.2%[60.1 µM]	.	-1.8%	-2.1%	0.2%	-10.3%
COc1ccc(Cl)cc1NC(=O)CCN1C(=O)C2C3C=CC(C4CC34)C2C1=O (stereo not given)	-17.7%	-18.9%	1.2	-4.3%	5.8%	-0.9%	3.9%	4.3%	9.4%
CCOC(=O)c1c(C)cc(O)cc1O	-1.8%	-13.4%	-6.2	-14.8%	-2.3%	2.2%	0.3%	.	-1.7%
C=C(CN(C)C)C(=O)c1cc(C)ccc1C	.	?	-3.0	-19.5%	.	1.5%	?	.	?
Cc1ccc(NCc2cccn2-c2nnc(N3CCC(C(=O)NCc4ccc(OC(C)C)cc4)CC3)s2)cc1	1.6%	.	-3.0	-13.2%	.	-4.5%	-9.7%	-25.3%	24.3%
CN(C)S(=O)(=O)c1cccc(C(=O)NC2CCCc3ccccc32)c1 (stereo not given)	-13.6%	-9.3%	-8.0	-16.9%	5.5%	-9.4%	23.8%	-0.3%	7.3%
O=C(C1=C[C@@H](c2ccc(Br)cc2)C[C@@H](OCc2ccc(CO)cc2)O1)N1CCOCC1	-8.5%	-5.9%	-10.5	-9.0%	14.7%	6.9%	-8.0%	28.6%	-31.7%
CC(C)OC(=O)Cn1nnc2c(cnn2-c2ccccc2)c1=O	3.7%	-9.9%	-4.9	-1.7%	4.2%	0.4%	-6.7%	-18.2%	18.6%
Cc1nnc(SCC(=O)Nc2sccc2C(N)=O)s1	.	-12.3%	-9.6	-12.6%	4.1%	-1.1%	12.2%	.	-6.5%
COc1ccc(/C=N/NC(=O)CC#N)cc1Oc1nc(Cl)ncc1F	-6.1%	7.7%	-10.6	-7.9%	-12.7%	-7.7%	0.0%	46.4%	-1.1%
CCC(CC)NC(=O)c1cccc(Br)c1	-11.9%	-6.6%	-12.1	0.9%	-2.7%	2.1%	32.8%[activator]	10.4%	25.7%
COc1cccc(/C=C(\C#N)c2nc3ccccc3c(=O)[nH]2)c1OC	-3.7%	0.9%	0.4	-11.0%	.	3.5%	-0.3%	22.1%	-8.4%
Cc1ccc(NC(=O)CCC(=O)N/N=C/c2ccc([N+](=O)[O-])o2)cc1C	-20.8%	-8.2%	0.4	-16.5%	-4.2%	-2.7%	-26.3%	?	-20.5%
C#CCSc1nnc(-c2sc(-c3ccccc3)nc2C)n1C	-17.9%	-13.2%	-8.0	1.3%	-0.1%	-2.0%	-6.2%	15.4%	-9.1%
COCCNc1ccc([N+](=O)[O-])cc1C(=O)Nc1cccc(C)n1	-17.9%	-15.9%	8.7	-1.8%	27.5%	4.8%	0.0%	1.1%	-44.6%
O=C(c1nc2ccccn2c1CN1CCCC(c2nc3ccccc3o2)C1)N1CCCC1 (stereo not given)	-11.2%	-21.1%	-3.4	-6.4%	3.5%	-9.8%	-3.3%	-2.1%	4.2%[56.9 µM]
COCCNC(=O)CSc1c2c(nc3cc(Cl)ccc13)CCCC2	-6.1%	-13.1%	-7.1	-13.1%	.	-0.7%	5.3%	22.6%	-7.7%
CCN(CC)c1ccc(C=Nc2cc(C)ccc2C)c(O)c1	-13.2%	-10.7%	20.8	-24.3%	5.0%	1.7%	?	13.6%	-6.1%
CCC(SC1=NCCS1)C(=O)Nc1nnc(-c2ccccc2OC)s1 (stereo not given)	-4.7%	-8.3%	-4.7	-8.4%	4.7%	-3.8%	-0.5%[57.4 µM]	-26.3%	-17.1%
CCOC(=O)c1c(N2CCCCC2)c2ccccc2[nH]c1=O	-11.5%	-9.4%	-2.2	-5.3%	-5.9%	-7.8%	-8.8%	1.9%	-0.7%
CCOc1cccc(=O)c2c(C)n(Cc3ccco3)c(C)c12	?	-12.7%	0.0	-12.7%	-2.4%	-1.8%	?	25.1µM*	-6.8%
CSC1=NCCN1C(=O)c1ccc2c(c1)OCO2	-8.1%	5.3%	-3.6	1.7%	-6.3%	-1.1%	0.0%[57.4 µM]	0.9%	16.0%
CCn1c(O)c(C=C2N=c3ccccc3=N2)sc1=S	4.0%	?	-1.5	3.5%	4.6%	-9.3%	-0.4%	30.5%	-19.7%
O=C(c1cc(C2CC2)nn1-c1ccccc1)N1CCN(Cc2ccccc2F)CC1	.	-4.5%	-1.0&-0.9	2.7%	8.0%	-13.1%	9.1%&-19.9%	.	-9.2%

Some entries already given with just Pol beta inh:
SMILES	Pol beta inh
CCC(SC1=NCCS1)C(=O)Nc1nnc(-c2ccccc2OC)s1 (stereo not given)	-26.3%
CCOC(=O)c1c(N2CCCCC2)c2ccccc2[nH]c1=O	1.9%

(listing goes on)
compound	Apoferritin bind	Pol eta inh	LDHA inh	POLK inh	APE1 inh	ERG Ets-DNA blk	12-LOX inh	Pol beta inh	RGS4 inhibitor
CC1CCN(C2=NC(=O)/C(=C/c3cccc(O)c3)S2)CC1	-12.6%	-13.2%	0.1	-7.2%	0.6%	7.6%	?	19.2%	-34.1%
COc1ccc(-c2nnc(NC(=O)c3ccc(S(=O)(=O)N(C)CC4CCCO4)cc3)o2)c(OC)c1 (stereo not given)	-7.6%	-22.3%	-0.9	-12.9%	-19.9%	0.2%	i	-23.8%	-6.8%
CCCC1C(c2ccco2)NC(c2ccco2)CC1(C)O (stereo not given)	-16.4%	-4.2%	-23.4	-3.1%	-0.4%	-7.2%	?	-1.1%	4.3%
COc1cc(NC(=O)C2=CC(c3ccc(F)cc3)=NS(=O)(=O)N2C)cc(OC)c1OC	-2.1%	-17.1%	-1.5	-2.4%	.	-15.8%	4.8%	-10.4%	-15.4%
COc1cc2[nH]c(=O)n(CCCC(=O)N3CCN(c4cccc(C(F)(F)F)c4)CC3)c(=O)c2cc1OC	-5.5%	-6.9%	-15.7	-4.6%	.	-0.4%	-26.9%	11.1%	-1.5%
CCCCC(CC)COC1(c2ccccc2)OC(=O)c2ccccc21 (stereo not given)	-17.8%	-15.2%	-1.2	-12.5%	-0.5%	-3.0%	-21.5%	-2.0%	21.9%
COc1cc(/C(C)=N/NC(=O)c2cccc(S(=O)(=O)N3CCCC3)c2)cc(OC)c1OC	-23.4%	-12.1%	-1.3	-9.9%	32.0%	2.7%	?	1.2%	-33.3%
Cc1onc(-c2ccccc2Cl)c1C(=O)Nc1nc2ccc(S(C)(=O)=O)cc2s1	-12.0%	-16.2%	-8.6	-13.6%	-0.8%	0.0%	10.9%	35.8%	-37.1%
O=C(N/N=C/c1ccc(F)cc1)c1ccc(OCc2ccccc2)cc1	6.6%	-3.5%	-0.9	9.4%	5.2%	14.4%	-4.6%	7.0%	-29.0%[56.9 µM]
Cc1ccccc1-n1c(SCC(=O)NCC2CCCO2)nc2c([nH]c3ccccc32)c1=O (stereo not given)	-1.6%	-17.0%	-1.2	-9.2%	9.1%	1.0%	0.0%	10.5%	-5.4%
Cc1cc(C)cc(NC(=O)CN2C(=O)c3ccccc3C2=O)c1	-1.2%	-20.1%	-3.6	-8.1%	5.4%	9.1%	-2.3%	23.4%	0.9%
CSc1cccc(NC(=O)C2CCN(C(=O)c3cnn(-c4ccccc4)c3-n3cccc3)CC2)c1	-1.0%	-11.7%	-7.3	-22.7%	.	7.9%	?	-1.0%	9.6%

These rows are one share of the data; count on the stated rates, not on these rows.
